Source: PubChem (National Center for Advancing Translational Sciences (NCATS))
Menin MLL FP TR – displaces Texas Red mutant MLL peptide from human menin; O00255; Menin + Texas Red MLL mutant peptide, fluorescence polarization; Potency, µM (doses to about 61.6 µM), for the others: top-dose FP activity change, negative = inhibition, hits mostly inhibitors; 270,000 tested, 0.23% active; active = well fitted inhibition curve with a large enough effect in the polarisation, with a control signal flat, not every such curve was filed as active; inconclusive = small, poorly fitted or top-dose-only effect, or effect the other way, or a change in a side signal; inactive = no such curve, though single readings can be large or run the other way; the % refers to the polarisation; also: potency is read from the fitted curve at half-maximal effect; % of control where 0% means no effect; many of its hits are not listed in these tables
B2AR arrestin – agonists driving beta-arrestin recruitment to human beta2-adrenergic receptor. P07550. beta-arrestin recruitment to beta2AR, cell-based reporter. Potency, µM (top dose mostly 46.1 µM), without a hit: top-dose activation, most hits filed as activators. 330,000 tested, 0.02% active. AID 492947;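 also: potency is read from the fitted curve at half-maximal effect; 0% = DMSO controls and full agonism = EC100 isoproterenol or metaproterenol; nearly all actives have a fitted effect of over 65% in size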
Integrin act MD – activators of alpha7 integrin expression for muscular dystrophy | alpha7betagal myoblasts, beta-gal FDG fluorescence, 48 h | Potency, µM (doses to about 38.3 µM), without a hit: at the top dose activation, most hits filed as activators | 350,000 tested, 0.064% active;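 also: potency is read from the fitted curve at half-maximal effect; 100% = response of the positive control SU9516; nearly all actives have a fitted effect of over 60% in size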
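alpha7betagal+/- myoblasts (passage 13, 250/well) treated 48 h at 37C with compounds at 1:260 dilution of DMSO stock. Lysed, then beta-galactosidase activity read as FDG fluorescence (ex 480/em 540) after 30 min, with pre-read for autofluorescence.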
FBPA coupling cs – coupling enzyme interference in Giardia aldolase counter-screen; coupling enzyme system counterscreen, AmpLite Red fluorescence; activity change, negative = inhibition, % at 58.2 µM, hits read low; 290,000 tested, 0.67% active; AID 2472; in the data active = activity change below about -30%; also: % is scaled to controls: 0 for no effect and ±100 for the full control effect
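Coupling enzymes only (glyceraldehyde-3-phosphate) + compound, at 57.5 uM final, 10 min RT; add substrate/coupling/AmpLite Red mix, 20 min RT; fluorescence ex 525/em 598 nm. Actives flag coupling-system interference.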
PTAP TSG101 blk – blocks PTAP/TSG101 interaction to inhibit HIV-1 budding; Q99816; Fluorescence polarization, FITC-PTAP peptide / Tsg101 binding; Potency, µM (highest dose often 115 µM), without a hit: top-dose activity change, negative = inhibition, usual class: inhibitors; 340,000 tested, under 10 active; active = well fitted inhibition curve with a large enough effect in the main read-out, with a control signal flat, not every such curve was filed as active; inconclusive = small, poorly fitted or top-dose-only effect, or effect the other way, or a change in a side signal; inactive = no such curve, though single readings can be large or run the other way; also: potency is read from the fitted curve at half-maximal effect; % of control where 0% means no effect
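Compounds were pin-transferred onto Tsg101 binding domain (10 uM final) in HEPES pH 7.5 buffer, then FITC-PTAP peptide was added at 50 nM final. After 20 min at RT, polarization reported peptide displacement across a qHTS concentration series.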
GALK inh – blocks human galactokinase activity | 270,000 tested, 0.007% active | P51570 | Potency, µM (doses to about 57.5 µM), for the others: at the highest dose activity change, negative = inhibition, hits mostly inhibitors | AID 1868 | Purified GALK, Kinase-Glo residual ATP luminescence; also: potency is read from the fitted curve at half-maximal effect; % is scaled to controls: 0 for no effect and ±100 for the full control effect
Target sequence (P51570 whole entry, looked up): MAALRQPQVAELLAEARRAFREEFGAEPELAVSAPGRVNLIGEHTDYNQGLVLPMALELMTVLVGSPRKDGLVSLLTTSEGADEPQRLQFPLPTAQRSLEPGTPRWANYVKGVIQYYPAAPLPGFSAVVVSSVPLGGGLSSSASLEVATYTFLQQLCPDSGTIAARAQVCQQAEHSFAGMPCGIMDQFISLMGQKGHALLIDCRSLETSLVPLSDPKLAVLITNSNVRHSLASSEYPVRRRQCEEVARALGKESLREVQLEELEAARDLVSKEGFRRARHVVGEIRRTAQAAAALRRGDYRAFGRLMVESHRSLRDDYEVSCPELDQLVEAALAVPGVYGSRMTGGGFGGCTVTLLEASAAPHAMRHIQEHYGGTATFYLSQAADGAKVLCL
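Compounds were pin-transferred into ATP buffer (35 uM final), then GALK plus galactose (5 nM, 100 uM final) was added. After 1 h at room temperature, Kinase-Glo Plus was added and luminescence read after 10 min.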
ASM inhibitor – human S-ASM enzyme inhibition; P17405; placental ASM, HMU-PC fluorogenic substrate, 60 min; Potency, µM (doses to about 57.5 µM), without a hit: at the highest dose activity change, negative = inhibition, most hits filed as inhibitors; 340,000 tested, 0.006% active; AID 504937; also: potency is read from the fitted curve at half-maximal effect
Target sequence (P17405 47-631 limits assumed): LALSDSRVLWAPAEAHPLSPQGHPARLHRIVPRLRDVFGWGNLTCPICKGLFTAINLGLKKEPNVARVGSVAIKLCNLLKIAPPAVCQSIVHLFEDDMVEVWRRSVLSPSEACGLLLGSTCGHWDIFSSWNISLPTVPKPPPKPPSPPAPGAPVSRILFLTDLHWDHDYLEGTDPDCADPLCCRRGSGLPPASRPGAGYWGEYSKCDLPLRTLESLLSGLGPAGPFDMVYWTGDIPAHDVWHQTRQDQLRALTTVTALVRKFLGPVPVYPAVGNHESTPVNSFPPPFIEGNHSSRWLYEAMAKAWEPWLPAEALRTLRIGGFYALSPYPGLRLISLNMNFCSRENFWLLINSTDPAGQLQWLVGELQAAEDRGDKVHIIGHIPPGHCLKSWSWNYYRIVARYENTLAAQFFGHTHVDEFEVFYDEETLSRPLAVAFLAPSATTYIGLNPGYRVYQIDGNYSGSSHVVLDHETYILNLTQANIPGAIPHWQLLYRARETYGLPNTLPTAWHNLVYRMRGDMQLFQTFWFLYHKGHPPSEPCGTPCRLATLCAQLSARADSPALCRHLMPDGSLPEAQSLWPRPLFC
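Fluorogenic HMU-PC substrate (9 uM final) is turned over by placental ASM in 60 min at 37 C after a 10 min compound preincubation. Reaction ended by alkaline stop (pH 10), with fluorescence read at 386/447 nm.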
PKM2 act – PKM2 (human) enzyme activation | P14618 | purified PKM2, Kinase-Glo ATP luminescence, activation; response scale: 0% is enzyme alone, no compound | Potency, µM (doses to about 57.5 µM), for inactives: at the top dose activation, actives largely listed as activators | 260,000 tested, 0.34% active | AID 1631; also: potency is read from the fitted curve at half-maximal effect; % is scaled to controls: 0 for no effect and ±100 for the full control effect; nearly all actives have a fitted effect of over 55% in size
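ATP formation by purified human PK-M2, quantified via coupled luciferase luminescence after 1 h at room temperature with 0.1 mM ADP and 0.5 mM PEP final.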
Tb PFK block – inhibitors of T. brucei phosphofructokinase; O15648; T. brucei PFK, ADP-Glo luminescence; Potency, µM (top dose mostly 57.5 µM), inactives show top-dose activity, negative = inhibition, hits mostly inhibitors; 330,000 tested, 0.17% active;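 also: potency is read from the fitted curve at half-maximal effect; 0% = uninhibited 1x PFK enzyme wells and -100% = no-enzyme wells; nearly all actives have a fitted effect of over 60% in size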
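1.25 nM PFK with 0.5 mM F6P and 0.1 mM ATP in 0.1 M TEA pH 8.0, 5 mM MgCl2, incubated 45 min at room temperature; ADP measured by ADP-Glo luminescence; compounds titrated up to 57 uM.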
Chronic BCR inh – chronic active BCR signaling inhibition; 340,000 tested, 0.05% active; Potency, µM (top dose mostly 46.1 µM), inactives show at the top dose ratio change, negative = lower green/red ratio, most hits filed as inhibitors; ABC-DLBCL IkBa-CBG/CBR reporter, luminescence ratio, 4 h; active = well fitted inhibition curve with a large enough effect in the signal ratio, with a control signal flat, not every such curve was filed as active; inconclusive = small, poorly fitted or top-dose-only effect, or effect the other way, or a change in a side signal; the % refers to the signal ratio;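 also: potency is read from the fitted curve at half-maximal effect; plate controls were basal doxycycline-induced cells for no effect and cells given 10 µM MG132 for full effect; MG132 reads +100%, hits lower the ratio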
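TMD8 human ABC-DLBCL cells with doxycycline-inducible IκBα–green luciferase fusion and unfused red luciferase, in 0.5% FBS medium; compounds up to 46 uM, 4 h at 37C. Green/red luminescence ratio, filter-overlap corrected, fitted to concentration-response curves.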
Giardia killer – kills Giardia lamblia; Giardia lamblia trophozoite viability; activity change, % at 7.66 µM, hits read low; 340,000 tested, 0.15% active; AID 540267; in the data active = activity change below about -80%; inconclusive = between about -30% and that limit;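 also: parasites exposed to compound for two days anaerobically before the ATP read; % is scaled to controls: 0 for no effect and ±100 for the full control effect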
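Killing of trophozoites was scored by loss of ATP luminescence after a 48 hrs anaerobic exposure to compounds at 37 deg C, using 100 cells per well.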
Numbers without * were called inactive; ? = inconclusive; · = not tested or not shown; & = joins results of further samples; [ ] = dose if it differs, or a comment. Unless noted, calls follow the shape of the dose curve; as a rule, active = well fitted curve in the direction sought with a large enough effect; inconclusive = small, poorly fitted or top-dose-only effect, or another doubt; inactive = no such curve, though single readings can be large; an effect the other way counts as inactive or inconclusive. The list is partial; rates above refer to the full screens.

SMILES	Menin MLL FP TR	B2AR arrestin	Integrin act MD	FBPA coupling cs	PTAP TSG101 blk	GALK inh	ASM inhibitor	PKM2 act	Tb PFK block	Chronic BCR inh	Giardia killer
CCC(=O)N(Cc1ccco1)C1CC(=O)N(c2ccccc2)C1=O (stereo not given)	6%	-4.0%	28%	2	2%	·	9%	-5%	0%	1%	-3
CC1CCCCN1C(=O)C(Cc1ccccc1)N1C(=O)C2CCCCC2C1=O (stereo not given)	6%	0.0%	5%	1	0%	-1%	-3%	-9%	0%	?	7
CCC[C@@H]1C[C@@]1(CCC)[C@@H](NP(=O)(c1ccccc1)c1ccccc1)c1ccc(C(=O)OC)cc1	-22%&-28%	-1.8%	-3%	-2&1	-2%	·	-25%	-2%&-1%	-1%	4%	-16
O=C(CN1C(=O)CSC1=O)Nc1ccc(F)c(F)c1F	5%	0.5%	-25%	1	-5%	-2%	2%	3%	-4%	1%	8
CCCC1C(=O)Nc2ccccc2N1C(=O)c1ccc(C(C)(C)C)cc1 (stereo not given)	?	0.1%	0%	-4	-7%	1%	-2%[11.5 µM]	·	3%	?	-16
Cc1ccccc1Cn1nnc(-c2ccc3c(c2)OCO3)n1	17%	0.8%	3%	1	-1%	-1%	-2%	4%	-3%	16%	-1
Cc1ccc2c(c1)C(O)(c1c(C)[nH]c3ccccc13)C(=O)N2 (stereo not given)	10%	0.0%	-3%	-35*	-2%	0%	-8%	4%	0%	0%	5
CSc1ccc(C2c3[nH]c4ccccc4c3CCN2C(=O)c2ccnn2C)cc1 (stereo not given)	4%	-0.8%	-21%	-1	-3%	2%	-5%	-14%	3%	-4%	19
Cc1nn2c(N3CCN(C)CC3)c3c(nc2c1-c1ccccc1)CCCC3	·	0.0%	11%	0	-4%	1%	18%	-2%	1%	-3%	-5
O=C(Nc1ccc(F)cc1)c1cccc(N2C(=O)c3ccccc3C2=O)c1	·	-0.6%	?	0	-3%	-2%	-5%	·	-9%	?	6
CN(CCC#N)C(=O)COC(=O)C1c2ccccc2Oc2ccccc21	-5%	-0.1%	1%	-1	0%	-4%	0%	-3%	2%	7%	8
CCOc1ccc(N2C(=O)c3cccnc3C2Nc2ccc(Cl)cc2)cc1 (stereo not given)	?	-0.6%	-2%[7.66 µM]	0	-11%	-3%	-3%	-1%	0%	-23%	-13
CN(Cc1ccccc1)C(=O)COC(=O)C1CCN(S(=O)(=O)c2ccc3c(c2)OCCO3)CC1	·	0.0%	0%	·	0%	·	-1%	·	-9%	-4%	-15
O=C1N/C(=C/c2ccsc2)C(=O)N1c1ccccc1	-3%	0.0%	20%	-4	-7%	2%	10%	?	-8%	?	-20
CC1CCCC(C)N1CCCNC(=O)C(=O)Nc1ccc2nc3n(c(=O)c2c1)CCCCC3 (stereo not given)	·	0.4%	-9%	·	0%	3%	-1%	·	0%	-3%	-12
CC(=O)c1cccc(NC(=S)NC(=O)Cc2ccccc2)c1	27%	-0.5%	-2%	1	-2%	0%	-4%	1%	-2%	-1%	6
CCC(C)NC(=O)Cn1nc(C(F)(F)F)c2c1CCCC2 (stereo not given)	1%	-0.1%	13%	3	-11%	0%	3%	-1%	1%	2%	13
CCS(=O)(=O)Nc1cccc(C(=O)CC2(O)C(=O)Nc3ccccc32)c1 (stereo not given)	3%	0.2%	9%	-2	-4%	2%	6%	-4%	-6%	5%	12
CCn1cc(C(=O)N2CCN(c3ccc([N+](=O)[O-])cc3)CC2)c(=O)c2ccc(C)nc21	-1%	0.0%	-18%	1	-3%	8%	-4%	3%	-2%	-10%	-5
CCOc1ccc2nc(N3CCCC(C(=O)N4CCN(CC)CC4)C3)sc2c1 (stereo not given)	-2%[11.7 µM]	-0.4%	-9%	-9	-10%	0%	5%	-3%	-5%	0%	-1
CC(C)Oc1ccc(C(CC(=O)O)NC(=O)c2cccs2)cc1 (stereo not given)	·	0.2%	26%	3	-12%	-4%	3%	-1%	1%	?	17
CCN(c1cccc(C)c1)S(=O)(=O)c1ccc2c(c1)oc(=O)n2C	8%	-0.6%	-6%	7	-2%	0%	2%	·	-6%	3%	-4
COc1cc(OC)cc(-c2nnc(SCc3cccc(C(=O)O)c3)o2)c1	-5%	0.0%	-15%	16	·	-1%	9%	-4%	5%	?	-4
O=c1c(C(c2ccc(Cl)cc2)c2c(O)nc3n(c2=O)CCS3)c(O)nc2n1CCS2	·	0.0%	22%	8	-12%	6%	1%	-12%	-4%	9%	1
Cc1ccccc1NC(=S)N(Cc1cccs1)C1CCCCC1	11%	0.4%	-1%	4	-3%	-3%	-1%	0%	2%	1%	-4
COCCCNC(=O)Cn1cnc2sc(C)c(S(=O)(=O)N3CCN(c4ncccn4)CC3)c2c1=O	-9%	-0.4%	9%	3	-3%	3%	-1%	-3%	1%	6%	19
COc1ccc(S(=O)(=O)N2CCCOC2CNC(=O)C(=O)NCCc2ccco2)cc1 (stereo not given)	11%	4.7%	3%	3	-3%	6%	-3%	1%	-3%	-1%	-8
N/C(=N\OC(=O)C1CCCCC1)c1ccc(Br)cc1	6%	-0.4%	4%	-1	-1%	6%	-2%	·	1%	?	-9
O=C(COC(=O)CNC(=O)c1ccc(Cl)cc1)Nc1ccc(Cl)cc1C(F)(F)F	16%	-0.3%	-16%	-1	-2%	-3%	-2%	-11%	-4%	6%	9
O=c1[nH]c(Nc2nc3ccccc3o2)nc2c1CCCC2	5%	-1.1%	-60%[inhibitor]	0	1%	0%	-5%	-9%	10%	-29%	-14
Cc1ccc(CN2CCN(Cc3cccc(-n4cccn4)c3)CC2CCO)cc1 (stereo not given)	-30%	-0.3%	-11%	0	-2%	2%	-2%	-2%	-5%	-4%	-8
Cc1ccc(-n2ncc3c(NNC(=O)Cc4ccccc4)ncnc32)cc1	-15%	-0.9%	6%	-1	-5%	3%	0%	-1%	-1%	5%	24
Cc1cccc(C)c1NC(=O)CCS(=O)(=O)c1cccc2nsnc12	-3%	0.4%	19%	1	-4%	-1%	0%	2%	3%	?	11
O=C1CC(c2cccs2)c2cc3c(cc2N1)OCO3 (stereo not given)	·	-0.5%	3%	-1	-6%	-3%	3%	-5%	3%	1%	-17
NC(=O)Cc1ccc(Nc2nnc(-c3ccc(O)cc3)c3ccccc23)cc1	16%	-0.6%	?	5	-4%	0%	-1%	13%	0%	?	0
CC(C)NC(=S)N/N=C1\CCCCC1C1CCCCC1 (stereo not given)	?	0.0%	14%[7.66 µM]	2	1%	1%	-3%	-7%	-1%	?	-15
COc1cc(-c2nc3c4ccccc4nc(=S)n3[nH]2)cc(OC)c1OC	?	-1.0%	21%	-11	0%	0%	0%	3%	1%	?	21
Cc1nnsc1-c1nnc(SCC(=O)c2ccc(F)cc2)n1C1CC1	·	-0.7%	1%	-3	-2%	-1%	0%	-2%	1%	3%	12
CC(C)(C)NC(=O)CN(C(=O)C(=O)Nc1ccc2c(c1)OCCO2)C1CCCC1	-9%	-0.1%	8%	1	-5%	-4%	3%	·	2%	12%	-3
Cc1ccc(OCCCC(=O)ON=C(N)c2ccccc2C)cc1	·	-0.2%	4%	·	0%	·	-3%	·	21%	6%	50[activator]
O=C(O)C1(P(=O)(c2ccc(Cl)cc2)c2ccc(Cl)cc2)CC1	-3%	0.4%	0%	0	-15%	0%	0%	-2%	-11%	0%	?
COc1ccc(C(=O)OCC(=O)NCCCc2ccccc2)c(OC)c1	?	0.0%	-38%	2	-3%	-2%	0%	·	-2%	?	-11
CCOC(=O)C1=C(COC(=O)c2cccc(NC(C)=O)c2)NC(=O)NC1C (stereo not given)	·	-0.1%	2%	·	-2%	·	1%	·	-5%	-15%	-26
CCN(CC)S(=O)(=O)c1ccc(N(C)C)c(NC(=O)C2CCCC2)c1	·	-0.3%	18%	0	-3%	1%	3%	1%	-1%	1%	1
COc1ccc(NC(=O)C2C3C=CC(C3)C2C(=O)O)cc1 (stereo not given)	·	-0.2%	6%	0	-4%	0%	7%	4%	-3%	?	1
CC1=Nc2cc(C(=O)NCCCN3CCN(C)CC3)ccc2Sc2ccc(C)cc21	-25%	0.1%	-44%	1	-5%	6%	6%	3%[0.46 µM]	2%	-19%	-25
CC(C)C[C@H](NC(=O)N1CCCCCC1)C(=O)O	·	0.0%	23%	3	-2%	-1%	-3%	5%	1%	?	-1
